ABHD5-PLIN5 inh: inhibitors of human ABHD5-perilipin-5 interaction; Q00G26+Q8WTS1; Split G. princeps luciferase complementation, luminescence, 4 h; inhibition, % at 4 µM; hit rate 0.78% among 360,000; AID 602281;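 active = inhibition above the mean inhibition across every tested compound plus 3 SD, cut at about 22% in these data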;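 note: 0% = DMSO only wells and the 100% control is not disclosed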
NCOA1 inh: human NCOA1 inhibition; HEK293 GAL4-SRC1 luciferase reporter, luminescence; inhibition, % at 3.6 µM; hit rate 0.12% among 360,000;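 active = inhibition above the campaign mean plus 3 SD, with each screening campaign given its own cutoff, cut at about 60% in these data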;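 note: 0% = DMSO treated cells and 100% = gossypol at 36 µM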
TWEAK-Fn14 inh: TWEAK-Fn14 signaling inhibition. hit rate 2% among 360,000. TWEAK-stimulated Fn14 reporter cells, luciferase luminescence, 8 h. AID 1159606. inhibition, % at 10 µM; in the data active = inhibition above about 50%
NCOA2 inhibitor: inhibits human steroid receptor coactivator 2; Q15596; HEK293 GAL4-SRC2 luciferase reporter, luminescence; inhibition, % at 9 µM; hit rate 0.17% among 370,000; AID 651957;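 active = inhibition above the mean inhibition of all tested compounds plus 3 SD, set per campaign, cut at about 52% in these data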;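 note: 0% = DMSO treated cells and 100% = cells given Gossypol at 36 µM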
LRH-1 inv ag: suppresses constitutive activity of human LRH-1. O00482. HEK293T StAR-luciferase reporter, LRH-1 transfected, 24 h. inhibition, % at 3.6 µM. hit rate 0.13% among 360,000;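 active = inhibition above the mean inhibition of all tested compounds plus 3 SD, cut at about 73% in these data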;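 note: 0% = DMSO wells and 100% = reporter-only cells lacking LRH-1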
Granule exo inh: lytic granule exocytosis inhibition. TALL-104 LAMP-1 surface exposure, flow cytometry; cells stimulated with thapsigargin and PMA. AID 651702. hit rate 0.66% among 360,000. inhibition, % at 10 µM;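 active = inhibition above about 55%, limit read from the data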
NOD2-RIPK2 inh: inhibitors of human NOD2-RIPK2 interaction. O43353. CHO BLA complementation NOD2-RIPK2, CCF4 ratio. inhibition, % at 4.98 µM. hit rate 0.38% among 360,000. AID 624267; in the data active = inhibition above about 21%;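 note: 0% = vehicle only and 100% = reference blocker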
TROY NFkB inh: inhibitors of TROY-dependent NF-kB signaling. hit rate 0.98% among 360,000. Q293 LMP1-TROYcd NF-kB luciferase reporter, 4 h. inhibition, % at 10 µM. AID 1347056;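 active = compounds whose plate-normalised and pattern-corrected inhibition of the luciferase reporter signal at the single screening dose is 50% or more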
SRC3 inh: inhibits human SRC3 coactivator; Q9Y6Q9; HEK293 GAL4-SRC3 luciferase reporter, luminescence; inhibition, % at 3.6 µM; hit rate 0.17% among 360,000; AID 588352;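 active = inhibition above a per-campaign cutoff, the mean of all compounds plus 3 SD, cut at about 60% in these data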;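 note: 0% = DMSO-treated cells and 100% = gossypol-treated cells at 36 µM; higher means less SRC3-driven luciferase light from the GAL4 reporter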
COUP-TFII inh: inhibitors of human COUP-TFII (NR2F2). P24468. HEK293T NGFI-A luciferase reporter, luminescence. inhibition, % at 8.6 µM. hit rate 0.7% among 370,000;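 active = inhibition above a per-plate cutoff, mean inhibition of test wells between control levels plus 3 SD, cut at about 38% in these data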;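 note: cells cotransfected with COUP-TFII expression vector driving the NGFI-A reporter; 0% = median of COUP-TF2 test wells and 100% = reporter-only cells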
TLR9-MyD88 block: TLR9-MyD88 interaction inhibition | CHO BLA complementation TLR9-MyD88, CCF4 FRET ratio | hit rate 0.21% among 340,000 | inhibition, % at 4.98 µM | Q9NR96+Q99836;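 active = inhibition above the mean over all tested compounds plus 3 SD, cut at about 21% in these data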;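 note: 0% = DMSO only wells and 100% = clavulanate BLA inhibitor control wells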
An asterisk follows results filed as active; . = no result given. These rows are one share of the data; the hit share may differ from the screen's.

Preview, 3 compounds:
SMILES | ABHD5-PLIN5 inh | NCOA1 inh | TWEAK-Fn14 inh | NCOA2 inhibitor | LRH-1 inv ag | Granule exo inh | NOD2-RIPK2 inh | TROY NFkB inh | SRC3 inh | COUP-TFII inh | TLR9-MyD88 block
C=CCNS(=O)(=O)c1cccc2cc(C(=O)O)c(O)cc12 | -1 | -10 | 20 | -12 | 8 | -1 | 4 | 23 | 11 | -1 | 8
COc1ccc(C(=O)COC(=O)c2sc(C)nc2C)cc1OC | 0 | -11 | -19 | -9 | 5 | 0 | -15 | -8 | 26 | -12 | -7
CN(C)c1nc(SCc2ccccc2Cl)nc2c1CCCC2 | -5 | -1 | -8 | . | 2 | 25 | -5 | . | -7 | . | 2

The list itself, repeating the preview:
SMILES | ABHD5-PLIN5 inh | NCOA1 inh | TWEAK-Fn14 inh | NCOA2 inhibitor | LRH-1 inv ag | Granule exo inh | NOD2-RIPK2 inh | TROY NFkB inh | SRC3 inh | COUP-TFII inh | TLR9-MyD88 block
C=CCNS(=O)(=O)c1cccc2cc(C(=O)O)c(O)cc12 | -1 | -10 | 20 | -12 | 8 | -1 | 4 | 23 | 11 | -1 | 8
COc1ccc(C(=O)COC(=O)c2sc(C)nc2C)cc1OC | 0 | -11 | -19 | -9 | 5 | 0 | -15 | -8 | 26 | -12 | -7
CN(C)c1nc(SCc2ccccc2Cl)nc2c1CCCC2 | -5 | -1 | -8 | . | 2 | 25 | -5 | . | -7 | . | 2
NC(=O)N/N=C/c1ccc([N+](=O)[O-])o1 | -5 | 5 | -18 | -18 | 32 | -1 | -25 | -3 | -3 | -1 | -10
CC(OC(=O)CCN1C(=O)C2CC=CCC2C1=O)C(=O)c1ccc(F)cc1 (stereo not given) | 1 | -4 | 0 | 15 | -14 | 8 | -2 | 7 | 7 | -1 | -11
O=C(CNCc1ccccc1)Nc1ccccc1-c1ccccc1 | 1 | -5 | -10 | 28 | 16 | -1 | 12 | 9 | 15 | 9 | 6
CCOc1ccc2nc(NC(=O)C3=NN(c4ccccc4)C(=O)CC3)sc2c1 | -3 | -28 | 6 | 1 | -17 | -2 | -1 | -10 | -2 | -17 | 1
O=C(Nc1ccc(Cl)cc1)C1=Cc2ccccc2OC1 | -6 | -94 | 11 | -41 | -160 | -2 | -1 | . | -88 | -21 | 2
COc1cccc2c1Oc1ncccc1N(C(=O)CCC(=O)NCc1ccccc1F)C2 | 1 | 5 | -13 | -6 | -2 | 0 | -9 | -18 | 0 | 8 | -4
O=C(Nc1ccccc1OC(F)F)c1ccc(N2CCCC2=O)cc1 | 1 | 7 | -10 | -35 | 11 | -1 | -2 | -23 | -7 | -4 | 4
O=S1(=O)N=C2CCCCCN2C(c2ccc(F)cc2)N1 (stereo not given) | 6 | 6 | -18 | -17 | 3 | -2 | -11 | 14 | -4 | 2 | -4
S=c1[nH]nc(COc2ccccc2)n1-c1ccccc1 | -4 | -5 | -7 | -13 | 10 | -1 | 2 | -1 | 17 | 8 | -8
COc1ccc(-c2nc(CN3CCN(C(=O)c4ccco4)CC3)c(C)o2)c(OC)c1C | 4 | -15 | -23 | -21 | -10 | 1 | -5 | 3 | 8 | 2 | -2
Oc1cc(-c2ccncc2)cc2cccnc12 | 8 | 5 | 60* | 8 | -6 | 14 | -2 | 5 | 5 | 3 | -1
CC1=CC(=O)[C@@H](OC(=O)Nc2ccc(C)cc2)[C@@H](c2ccccc2Br)N1C | 2 | -2 | 2 | -7 | 11 | -2 | -10 | 5 | 12 | -7 | 4
Cc1ccc(SCC(=O)O/N=C(\N)c2ccc([N+](=O)[O-])cc2)cc1 | -4 | -11 | -6 | -9 | -19 | 2 | -2 | 0 | 10 | 15 | -4
COc1nc(-c2ccccc2)cc(-c2ccc(OC)c(OC)c2)n1 | -4 | -12 | -16 | -57 | -9 | 1 | -2 | -25 | -12 | -17 | 4
COC(=O)[C@H]1CN(C(=O)c2ccccc2)C(=O)N1 | 2 | -6 | 7 | -18 | 1 | -18 | 0 | -6 | -16 | -8 | 4
O=C(NN1CCCCC1)c1cnn2c(C(F)F)cc(-c3ccccc3)nc12 | 4 | -4 | -24 | -10 | 7 | 0 | -11 | 1 | 5 | -18 | -11
CCC1=C(c2ccc(C)cc2)S(=O)(=O)N=C1N1CCC(C(=O)NCCCN2CCCCC2)CC1 | 0 | -2 | -5 | 4 | 0 | -2 | -1 | 17 | 5 | 9 | -7
Cc1nnc(NC(=O)CSc2ccccc2N)s1 | -9 | -4 | -4 | -21 | 10 | -2 | 3 | 15 | -5 | 12 | -1
Cc1ccc(CNC(=O)CSc2nc(C)cs2)cc1 | 5 | -14 | 8 | -7 | -20 | 2 | -5 | -2 | -1 | 11 | -5
CC1=C(C(=O)OCc2ccc3c(c2)OCO3)C(c2ccc(O)c([N+](=O)[O-])c2)NC(=O)N1 (stereo not given) | 8 | 52 | 71* | 56* | -1 | -4 | -1 | 44 | 58 | 23 | -6
O=C(Nc1nnc(C2CC2)s1)C1Cc2ccccc2CN1S(=O)(=O)c1cccs1 (stereo not given) | 18 | -5 | -19 | -27 | -35 | 1 | 12 | -3 | -21 | 3 | 7

Four compounds from above, showing only NOD2-RIPK2 inh and ABHD5-PLIN5 inh.
Structure | NOD2-RIPK2 inh | ABHD5-PLIN5 inh
COc1ccc(C(=O)COC(=O)c2sc(C)nc2C)cc1OC | -15 | 0
CN(C)c1nc(SCc2ccccc2Cl)nc2c1CCCC2 | -5 | -5
NC(=O)N/N=C/c1ccc([N+](=O)[O-])o1 | -25 | -5
CC(OC(=O)CCN1C(=O)C2CC=CCC2C1=O)C(=O)c1ccc(F)cc1 (stereo not given) | -2 | 1

New compounds follow:
SMILES | ABHD5-PLIN5 inh | NCOA1 inh | TWEAK-Fn14 inh | NCOA2 inhibitor | LRH-1 inv ag | Granule exo inh | NOD2-RIPK2 inh | TROY NFkB inh | SRC3 inh | COUP-TFII inh | TLR9-MyD88 block
CC(C)(C)N1CC(C(=O)O)CC1=O (stereo not given) | 3 | 4 | 14 | -23 | 6 | 1 | -3 | 5 | 6 | -3 | 2
Oc1ccc(-c2[nH]ncc2-c2cccc3cccnc23)c(O)c1 | 1 | -4 | 16 | 11 | -1 | -2 | -3 | 17 | 9 | -12 | 0
O=C(Nc1ccc2snnc2c1)N1CCSCC1 | 2 | 4 | -14 | -16 | 8 | 0 | 0 | -17 | 20 | -13 | -1
O=S(=O)(CCOc1ccccc1)N1CCOCC1 | -1 | -18 | 3 | -14 | 1 | 1 | -9 | -4 | 1 | 9 | 2
COc1ccccc1/C=N/Nc1nc(C)cc(C)n1 | 7 | -11 | -23 | -25 | -18 | -20 | -9 | -4 | -3 | -9 | -10
Cc1ccc(NC(=O)CN(C)C(=O)COC(=O)CCS(=O)(=O)c2ccc(C)cc2)cc1 | 4 | 9 | 7 | -8 | 18 | -1 | -6 | 13 | 4 | -23 | -17
FC(F)Oc1ccc(NC(=S)NCC2COc3ccccc3O2)cc1 (stereo not given) | -9 | 0 | 6 | 11 | 16 | 2 | -5 | 17 | -16 | 5 | 1
C=CCN1C(=O)C(Cc2ccc(C)cc2)S/C1=N/N=C/c1ccco1 (stereo not given) | 3 | 7 | 25 | -49 | 3 | 6 | -2 | 9 | 11 | -13 | -8
CC(C)CN(C(=O)COC(=O)CSc1ccc(Br)cc1)C1CCS(=O)(=O)C1 (stereo not given) | -5 | 10 | 10 | -9 | -4 | 0 | -6 | 0 | -7 | 10 | -1
COc1ccc(C(C)(C)C)cc1NC(=O)c1cccc(S(=O)(=O)N2CCN(C(C)=O)CC2)c1 | -7 | -39 | -5 | -23 | 3 | 13 | 12 | 3 | 9 | -16 | 3
CCOP(=O)(OCC)c1nc(-c2ccc(C)cc2)oc1N1CCOCC1 | -6 | -20 | -12 | -24 | 23 | 0 | 0 | -3 | 7 | 1 | 4
CCOC(CNc1cc(C)nc2c(-c3ccccc3OC)c(C)nn12)OCC | -10 | 4 | 5 | 16 | -4 | 8 | -5 | 0 | -4 | -3 | 1
CC(Sc1nnc(Nc2ccccc2)s1)C(=O)NC1CCCc2ccccc21 (stereo not given) | -1 | -3 | 18 | 15 | 10 | -2 | 0 | 27 | 17 | 4 | -16
COCCn1c(=NC(=O)CCS(=O)(=O)c2ccccc2)sc2cc(F)ccc21 | 2 | 8 | 7 | 8 | 18 | -1 | -3 | -1 | 16 | 24 | -2
C[C@H]1CN([C@@H](C)CO)C(=O)CCCn2cc(nn2)CO[C@@H]1CN(C)S(=O)(=O)c1ccccc1C#N | -3 | 6 | 5 | -13 | 24 | 1 | -16 | 5 | 9 | -9 | 13
O=C1NCC(COCc2ccco2)O1 (stereo not given) | 3 | -3 | 0 | 6 | 1 | 8 | -2 | 8 | 16 | -16 | -7
CN(C)c1cccc(C(=O)NC2CCCc3ccccc32)c1 (stereo not given) | -5 | -15 | -27 | -19 | 4 | -11 | 0 | 10 | 5 | -7 | -6
Cc1cc(C)n(C(=O)CNc2cccc(Cl)c2C)n1 | -1 | 5 | 0 | 1 | 6 | -1 | -4 | -10 | -1 | -2 | -9
COc1ccc(-n2c(CN3CCN(c4ccccn4)CC3)nc3ccc([N+](=O)[O-])cc3c2=O)c(OC)c1 | -2 | 12 | -2 | 9 | 26 | -1 | -5 | 15 | -13 | -7 | 0
C/C(=N\NC(=O)c1ccc(O)cc1)c1ccc(N2CCOCC2)cc1 | 5 | -56 | -39 | -10 | -80 | 4 | 9 | -17 | -18 | -70 | 6
O=C(COc1ccccc1[N+](=O)[O-])NCc1cccnc1 | -1 | 4 | 9 | -19 | 1 | -2 | 6 | 18 | -2 | -5 | 9
CS(=O)(=O)N(CC(=O)NCc1ccco1)c1ccc(OCc2ccccc2)cc1 | -1 | -26 | 4 | -2 | -17 | 2 | -2 | 11 | -3 | -11 | 15
CN(C)S(=O)(=O)N1CCC(Oc2ccc(C(=O)NC3CCCCC3)cc2)CC1 | -4 | 1 | -12 | -10 | 15 | 1 | 9 | 5 | 5 | -10 | -6
CN(C)CCCNc1oc(-c2ccccc2Cl)nc1S(=O)(=O)c1ccc(F)cc1 | 5 | -20 | -2 | -3 | -20 | 4 | 7 | -17 | 9 | 7 | 0

Entries above marked active in TWEAK-Fn14 inh:
SMILES	ABHD5-PLIN5 inh	NCOA1 inh	TWEAK-Fn14 inh	NCOA2 inhibitor	LRH-1 inv ag	Granule exo inh	NOD2-RIPK2 inh	SRC3 inh	COUP-TFII inh	TLR9-MyD88 block
Oc1cc(-c2ccncc2)cc2cccnc12	8	5	60*	8	-6	14	-2	5	3	-1
CC1=C(C(=O)OCc2ccc3c(c2)OCO3)C(c2ccc(O)c([N+](=O)[O-])c2)NC(=O)N1 (stereo not given)	8	52	71*	56*	-1	-4	-1	58	23	-6

Bioassay records deposited in PubChem BioAssay by several laboratories.
